# Screening results as filed in PubChem BioAssay.
# ASAP1 inh – inhibitors of human ASAP1 ArfGAP activity. inhibition, % at 16.5 µM. 360,000 compounds, 0.19% hits. Q9ULH1. ASAP1-stimulated ARF1 GTP hydrolysis, GDP FP detection; in the data active = inhibition above about 25%;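 note: 0% = vehicle with enzyme and substrate and 100% = no enzyme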
# Tn6 DDE FP – inhibitors of Tn6 peptide binding to human fibrin DD(E); 370,000 compounds, 0.21% hits; inhibition, % at 8.3 µM; Fibrin DD(E) TRITC-Tn6 fluorescence polarization displacement; AID 720509;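 active = inhibition above a per-campaign cutoff: mean of compounds within control limits plus 3 SD, cut at about 15% in these data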;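 note: 0% = median of all compound wells on the plate and 100% = blocking peptide control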
# Target sequence (P02675 whole entry, looked up): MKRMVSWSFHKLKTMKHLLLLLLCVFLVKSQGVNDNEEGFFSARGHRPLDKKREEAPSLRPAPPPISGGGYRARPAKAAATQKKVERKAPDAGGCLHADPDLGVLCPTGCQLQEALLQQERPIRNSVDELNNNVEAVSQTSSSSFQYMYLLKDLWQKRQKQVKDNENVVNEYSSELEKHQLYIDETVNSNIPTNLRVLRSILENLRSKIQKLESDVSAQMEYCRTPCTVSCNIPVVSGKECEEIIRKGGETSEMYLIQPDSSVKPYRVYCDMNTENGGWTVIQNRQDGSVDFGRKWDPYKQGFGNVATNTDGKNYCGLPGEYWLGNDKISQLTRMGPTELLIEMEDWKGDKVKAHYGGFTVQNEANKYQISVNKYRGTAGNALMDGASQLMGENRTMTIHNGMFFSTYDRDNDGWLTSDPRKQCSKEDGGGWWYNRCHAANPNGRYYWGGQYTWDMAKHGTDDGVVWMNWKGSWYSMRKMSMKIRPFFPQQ
# sPLA2-III inh – Inhibits HGIII-sPLA2 liposome hydrolysis, primary screen. Q9NZ20. QFRET BODIPY PC-A2 liposome hydrolysis, fluorescence. inhibition, % at 12.2 µM. 370,000 compounds, 0.56% hits. AID 743126;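 active = inhibition above mean plus 3 SD of compounds lying within the high and low control bounds, cut at about 19% in these data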;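 note: 0% = median of test compound wells and 100% = no enzyme DMSO wells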
# KLK7 zymogen act – proKLK7 (human) activation, primary screen. P49862. purified proKLK7, EDANS-DABCYL substrate fluorescence; 100% is mature enzyme control, 0% vehicle. activation, % at 7 µM. 370,000 compounds, 0.9% hits. AID 652039;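 active = activation above the mean of all tested compounds plus 3 SD, computed per campaign excluding outliers beyond control limits, cut at about 13% in these data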
# rCAG RNA binder – binds r(CAG) RNA repeats | r(CAG) RNA repeat, TO-PRO-1 dye displacement fluorescence | inhibition, % at 3 µM | 370,000 compounds, 1.3% hits;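 active = inhibition above the plate cutoff, the mean of all test compounds on that plate plus 3 SD, cut at about 35% in these data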;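 note: 0% = DMSO alone and 100% = 100 µM mitoxantrone as full dye displacement; higher means more dye released from RNA so lower well fluorescence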
# ADAM10 inh – inhibitors of human ADAM10. O14672. recombinant ADAM10, EDANS/DABCYL FRET peptide cleavage, 3 h. inhibition, % at 7 µM. 370,000 compounds, 0.62% hits. AID 720582;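 active = inhibition above a per-campaign cutoff equal to the mean of compounds falling between control-based bounds plus 3 SD, cut at about 20% in these data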;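 note: 0% = DMSO wells while the 100% control is not disclosed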
# GC-B act – GC-B (human) receptor activation; HEK293-GC-B cells, CNP EC30, cGMP TR-FRET; 0% at EC30 CNP, 100% saturating CNP; activation, % at 10 µM; AID 1920062; 370,000 compounds, 0.11% hits;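 active = activation at 10 µM reaching about 35% in either raw or pattern-adjusted values, limit read from the data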
# ARFGAP1 inh – inhibitors of rat ARFGAP1; Arfgap1-stimulated ARF1 GTP hydrolysis, GDP FP detection; inhibition, % at 16.5 µM; 360,000 compounds, 0.26% hits; AID 651572;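 active = inhibition above a per-plate limit, mean inhibition of low control wells plus 3 SD, cut at about 25% in these data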;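 note: 0% = DMSO wells with enzyme and 100% = wells lacking Arfgap1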
#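 System: truncated rat Arfgap1 GAP domain / Medium: HEPES-based buffer, pH 7.5 / Also added: N-terminally truncated human ARF1-GTP substrate / Incubation: enzyme reaction 120 min at 25 °C after 20 min preincubation / Measured by: FP of antibody-bound GDP Alexa 633 tracer, ex 620/em 688 nm / Replicates: singlicate, each compound tested once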
# GC-A act – GC-A (human) enzyme activation; HEK293 GC-A cells, cGMP TR-FRET, EC30 ANP; 0% at EC30 ANP, 100% saturating ANP; activation, % at 10 µM; 370,000 compounds, 0.14% hits; in the data active = activation above about 40%
# FXN GAA850 act – activators of GAA850 frataxin (FXN) promoter | 360,000 compounds, 0.56% hits | HEK293 lucGAA850 FXN promoter luciferase reporter, 24 h; percent of 10 µM SAHA response | activation, % at 6 µM;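 active = activation above the average of all compounds screened plus 3 SD, cutoff fixed separately per campaign, cut at about 7.5% in these data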;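 note: 0% = DMSO wells and 100% = 10 µM SAHA wells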
# Numbers without * were called inactive; i = inactive; · = no result given; & = joins results of further samples. The list is partial; the hit share may differ from the screen's.
SMILES,ASAP1 inh,Tn6 DDE FP,sPLA2-III inh,KLK7 zymogen act,rCAG RNA binder,ADAM10 inh,GC-B act,ARFGAP1 inh,GC-A act,FXN GAA850 act
COc1cc2c(c(OC)c1OC)-c1c(cc3c(c1OC)OCO3)[C@@H](OC(C)=O)[C@H](C)[C@H](C)C2,-1,-2,7,0.9,-6,-1,-15,-2,-7,-0.3
C=CC1=C(C(=O)O)N2C(=O)[C@@H](NC(=O)/C(=N\O)c3csc(N)n3)[C@H]2SC1 (stereo in doubt),4,-2,-5,0.5,3,-16,-2,-1,0,0.7
Cc1cc(Nc2cc(N3CCN(C)CC3)nc(Sc3ccc(NC(=O)C4CC4)cc3)n2)n[nH]1,6,-4,-29,0.3,1,2,-10,-1,-6,-4.2
OCCN1CCN(CCCN2c3ccccc3Sc3ccc(Cl)cc32)CC1,1,2,-8,0.8,1,-18,-21,5,-34,0.3
C[C@]12CCC(=O)C=C1CC[C@@H]1[C@@H]2CC[C@@]2(C)[C@H]1CC[C@]2(O)C(=O)CO,-6,3,-3,1.1,0,4,1,-2,1,2.0
O=C(NCCc1c[nH]c2ccccc12)c1cccnc1,-1,2,9,-0.1,1,-5,1,-5,4,0.1
CCCNC(C)C(=O)Nc1c(C)csc1C(=O)OC (stereo not drawn),-9,7,0,0.4,1,8,3,1,-4,0.2
CCc1cc(=O)oc2c(CNC(Cc3ccccc3)C(=O)O)c(O)ccc12 (stereo not drawn),-4,6,5,-5.4,4,i,8,1,1,·
CC1(C)OC2CC(=O)OCC23C1CC(=O)C1(C)C3CCC2(C)C(c3ccoc3)OC(=O)C3OC321 (stereo not drawn),6,1,0,-0.1,-1,-8,-3,-4,6,-1.2
CCOc1ccc(NC(=O)Cn2cc(C(=O)c3ccco3)c3ccccc32)cc1,5,8,-6,0.3,21,3,4,4,1,0.2
C=C[C@@H]1CN2CCC1C[C@@H]2[C@@H](O)c1ccnc2ccc(OC)cc12 (stereo partly drawn),7&1,-2&3,-6&10,1.4&1.8,2&1,-82&-70,-12&-11,4&-3,-10&-4,-3.0&-3.7

# Quoted at random: 3 compounds from above
SMILES,ASAP1 inh,Tn6 DDE FP,sPLA2-III inh,KLK7 zymogen act,rCAG RNA binder,ADAM10 inh,GC-B act,ARFGAP1 inh,GC-A act,FXN GAA850 act
CCc1cc(=O)oc2c(CNC(Cc3ccccc3)C(=O)O)c(O)ccc12 (stereo not drawn),-4,6,5,-5.4,4,i,8,1,1,·
CC1(C)OC2CC(=O)OCC23C1CC(=O)C1(C)C3CCC2(C)C(c3ccoc3)OC(=O)C3OC321 (stereo not drawn),6,1,0,-0.1,-1,-8,-3,-4,6,-1.2
Cc1cc(Nc2cc(N3CCN(C)CC3)nc(Sc3ccc(NC(=O)C4CC4)cc3)n2)n[nH]1,6,-4,-29,0.3,1,2,-10,-1,-6,-4.2

# Profiles, looked up by structure.
# Entry for CCOc1ccc(NC(=O)Cn2cc(C(=O)c3ccco3)c3ccccc32)cc1 → ASAP1 inh: 5; Tn6 DDE FP: 8; sPLA2-III inh: -6; KLK7 zymogen act: 0.3; rCAG RNA binder: 21; ADAM10 inh: 3; GC-B act: 4; ARFGAP1 inh: 4; GC-A act: 1; FXN GAA850 act: 0.2
# Entry for C=CC1=C(C(=O)O)N2C(=O)[C@@H](NC(=O)/C(=N\O)c3csc(N)n3)[C@H]2SC1 (stereo in doubt) → ASAP1 inh: 4; Tn6 DDE FP: -2; sPLA2-III inh: -5; KLK7 zymogen act: 0.5; rCAG RNA binder: 3; ADAM10 inh: -16; GC-B act: -2; ARFGAP1 inh: -1; GC-A act: 0; FXN GAA850 act: 0.7

# Looked up above.
# sPLA2-III inh, Cc1cc(Nc2cc(N3CCN(C)CC3)nc(Sc3ccc(NC(=O)C4CC4)cc3)n2)n[nH]1 stands at -29
# KLK7 zymogen act, C[C@]12CCC(=O)C=C1CC[C@@H]1[C@@H]2CC[C@@]2(C)[C@H]1CC[C@]2(O)C(=O)CO stands at 1.1
# sPLA2-III inh, CCOc1ccc(NC(=O)Cn2cc(C(=O)c3ccco3)c3ccccc32)cc1 stands at -6
